# mcGAS RapidFire: blocks mouse cGAS cGAMP production. Q8C6L5. recombinant mouse cGAS, cGAMP by RapidFire MS. inhibition, % at 12.5 µM. actives 0.18% (n = 130,000);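 active = inhibition of cGAS enzyme activity at or above 60%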;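 also: enzyme stimulated by 45 bp dsDNA with ATP and GTP substrates; cGAMP share of summed cGAMP plus half ATP and half GTP signals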
# Target sequence (Q8C6L5 whole entry, looked up): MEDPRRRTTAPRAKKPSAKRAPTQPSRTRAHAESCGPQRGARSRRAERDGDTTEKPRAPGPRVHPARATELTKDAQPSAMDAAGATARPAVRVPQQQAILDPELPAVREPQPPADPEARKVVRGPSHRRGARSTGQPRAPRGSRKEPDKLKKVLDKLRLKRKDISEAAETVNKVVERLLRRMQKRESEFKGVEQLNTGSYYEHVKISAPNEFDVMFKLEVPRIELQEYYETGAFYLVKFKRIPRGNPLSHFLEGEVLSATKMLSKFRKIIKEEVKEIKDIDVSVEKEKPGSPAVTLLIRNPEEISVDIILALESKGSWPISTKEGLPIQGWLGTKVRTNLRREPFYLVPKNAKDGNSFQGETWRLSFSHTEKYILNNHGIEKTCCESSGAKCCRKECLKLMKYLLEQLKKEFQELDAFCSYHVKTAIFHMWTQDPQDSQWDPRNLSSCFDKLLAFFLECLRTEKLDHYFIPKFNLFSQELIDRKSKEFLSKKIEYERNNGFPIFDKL
# Starred values were filed as active, the others as inactive; & = joins results of further samples.
mcGAS RapidFire	Structure
-16	CCC(C)N(CC)C(=O)c1cnc2ccccc2c1 (configuration not stated)
4	CC(C)(C)c1ccc(S(=O)(=O)NC(=O)C2(C)CCN2C(=O)Cc2ccccc2Cl)cc1 (configuration not stated)
11	Cc1ccc2oc(C(=O)N3C(C(=O)O)CC4CCCCC43)cc2n1 (configuration not stated)
-14	O=C(NCCC(=O)N1CCc2sccc2C1)c1ccc2c(c1)CCC2
-18	O=C(Cn1ncc2ccccc2c1=O)N1CCCC(O)(CO)CC1 (configuration not stated)
-12	CC(C)/C=C/C(=O)N1CCCC(N2CCN(c3cccc(C(F)(F)F)c3)CC2)C1 (configuration not stated)
-3	Oc1c(C(c2ccccn2)N2CCCC2)cc(Cl)c2cccnc12 (configuration not stated)
2	CCOC(=O)Nc1cc(C(F)(F)F)ccc1C(F)(F)F
1	COc1ccc(S(=O)(=O)Nc2nc(C(=O)Nc3ccccc3OC)cs2)cc1
-8	COCC(=O)Nc1ccc(-c2c(C)cccc2C)cc1
-14	CN1CCCCC1CCNC(=O)c1ccc(NCc2ccc3c(c2)OCO3)nc1 (configuration not stated)
-8	CCOc1ccc(-c2ccc(=O)n(Cc3ccccc3)n2)cc1
-9	CC(NC(=O)C1Cc2ccccc2O1)c1ccc(Cl)s1 (configuration not stated)
-30&-6	Cc1cc(C)cc(N(C)S(=O)(=O)c2ccc(C(=O)O)cc2F)c1
-12&-8	CN(C)C1(CNCc2c(Cl)nc(Cl)n2C)CCCC1
-3	Cc1nn(-c2ccccc2)c(C)c1CNS(=O)(=O)c1cccc2nsnc12
-1	O=[N+]([O-])c1ccc(CSc2nc3ccccc3[nH]2)cc1
-4	C=CCn1c(=O)c2c(nc3n(CC(C)C)c(C)cn23)n(C)c1=O
6	COc1ccc(-c2csc(=Nc3cc(OC)cc(OC)c3)n2CCc2cccc(C(F)(F)F)c2)cc1
-8	CCOC(=O)C1(Cc2ccccc2C)CCCN(C(=O)c2scc3c2OCCO3)C1 (configuration not stated)
-2	CCC1(C)NC(=O)N(NC(=O)COC(=O)/C=C/c2c(C)nn(Cc3ccc(C)cc3)c2C)C1=O (configuration not stated)
6	CC(C)Cn1nnnc1SCc1cc(Cl)c2c(c1)OCCCO2
-3	CCN(CC)c1nc(N(CC)CC)[nH]c(=O)n1
2	CN(CCOCc1ccccc1)C(=O)c1ccc(Cl)cn1
6	COc1ccc(-c2noc(-c3ccc(N4CCN5CCCC5C4)nc3)n2)cc1 (configuration not stated)
11	Cc1ccccc1CN(C)C(C)C(=O)Nc1ccc(C#N)cc1 (configuration not stated)
-7	OC1CCCCC1NCc1csc(-c2cccs2)n1 (configuration not stated)
-12	O=C(O)c1nccnc1C(=O)N1CCN(c2ccccc2)CC1
-6	COc1ccc(NC(=O)C2(C)CCCN(C)C2)cc1F (configuration not stated)
5	O=[N+]([O-])c1ccc2oc(=S)[nH]c2c1
-11	O=C(Cc1ccc2c(c1)NC(=O)CO2)NCc1cccnc1N1CCCCCCC1
-26	COc1ccc(C(=O)O)cc1NCc1ccc(C)s1
-2	O=C(Nc1ccc2c(c1)CN(C(=O)Cn1c(=O)oc3ccccc31)CC2)C1CCCO1 (configuration not stated)
-7	Cc1csc(CN2CC[C@@H](c3ccc4c(c3)OCO4)[C@H](O)C2)n1
-3	O=C(C1CSCN1C(=O)c1ccc(Cl)cc1F)N1CCCCC1 (configuration not stated)
2	OC1CCN(Cc2ccccc2CNC2CCOCC2)CC1
-8	O=c1oc2ccccc2n1CCN(Cc1ccsc1)CC1CCCO1 (configuration not stated)
-13	CC(=O)Oc1ccccc1Cn1c(C)c(C(=O)NCc2cccc(Cl)c2)sc1=O
-9	CCCNC(=O)Cn1nc(C(C)C)c2cnn(-c3ccccc3C)c2c1=O
-9	Cc1cnn(CCC(=O)NNC(=S)Nc2ccccc2)c1
1	CCCCCCCSc1nc(N)cc(=O)[nH]1
2	CCCCCCCCCCCn1c2ccccc2c2nc3ccccc3nc21
-6	CC(NC(=O)Cc1cccs1)c1nc(C(C)(C)C)cs1 (configuration not stated)
5	COC(=O)[C@H](c1ccccc1)n1ccnc1-c1ccc(OC)c(O)c1
-4	CCCC(C)N1CC(C(=O)NC(C)c2ccc(F)c(F)c2)CC1=O (configuration not stated)
-9	OCC1(O)CCN(c2nc3ccccc3s2)CC1
1	CCCNC(=O)C(C)Nc1ccc(OCC)cc1 (configuration not stated)
-5	Cc1ccc2oc(C(=O)NCCc3ccccc3F)cc(=O)c2c1
-14	COc1ccc(C(CC(=O)N2CCSCC2)c2ccccc2)cc1 (configuration not stated)
-19	CCCc1cc(CN(C)C(=O)C2CNCCO2)[nH]n1 (configuration not stated)
-4	COCCCNCc1c(-c2ccc(F)cc2)noc1N1CCOCC1
-4	CS(=O)(=O)Oc1ccc(CNCc2ccc(F)cc2)cc1
-13	CCCc1nc(NCc2cnc(C)cn2)c2cnn(C)c2n1
-6	COCCn1c(=C(C#N)C#N)sc(=Cc2ccc(C)s2)c1=O
-4	CCCCOc1ccc(-c2nc(C=Nc3ccccc3Br)c(O)o2)cc1
-5	CCc1noc(C)c1C(=O)N1CCCC2(C1)C(=O)N(C)c1ccccc12 (configuration not stated)
-5	COc1ccc(-n2nnnc2SCc2ccc(C#N)cc2)cc1
-12	CC1CC1c1ccc(CCC(=O)N(C)Cc2nc3ccccc3[nH]2)o1 (configuration not stated)
-6	CCCCCCc1nc(C(N)=O)c2[nH]c(=O)n(-c3ccc4c(c3)OCO4)c2n1
1	Cc1cc[n+]2c(O)c(-c3ccccc3)sc2n1

# The closing six compounds of the section above are carried over, then new ones follow.
mcGAS RapidFire	Structure
-4	CCCCOc1ccc(-c2nc(C=Nc3ccccc3Br)c(O)o2)cc1
-5	CCc1noc(C)c1C(=O)N1CCCC2(C1)C(=O)N(C)c1ccccc12 (configuration not stated)
-5	COc1ccc(-n2nnnc2SCc2ccc(C#N)cc2)cc1
-12	CC1CC1c1ccc(CCC(=O)N(C)Cc2nc3ccccc3[nH]2)o1 (configuration not stated)
-6	CCCCCCc1nc(C(N)=O)c2[nH]c(=O)n(-c3ccc4c(c3)OCO4)c2n1
1	Cc1cc[n+]2c(O)c(-c3ccccc3)sc2n1
-42	CCC(Sc1nnc(C2CC2)n1CCC(N)=O)c1ccccc1 (configuration not stated)
-8	COC1=CC(=O)C=C(OC)C12CC(C)(C)N=C2SC
0	C=Cn1cc(CN2CCCC(CNC(=O)c3ccncc3C)C2)cn1 (configuration not stated)
-5	COC(=O)N1CCN(CCNC(=O)c2cnc3ccccc3n2)CC1
0	Cc1cc(C(=O)CSc2nnc(-c3cccs3)o2)c(C)n1C1CC1
0	C/C=C/Cn1c(C(=O)O)cc2sc(C)cc21
-5	CCn1cnnc1CNC(=O)c1ccc(N2CCCCCC2)nc1
1	CC(C)C(C)NC(=O)CSc1nnc(-c2cccs2)n1C1CC1 (configuration not stated)
-32	Nc1nccnc1C(=O)OCC(=O)NC(=O)OCc1ccccc1
-10	CCOc1ncccc1C(=O)N1CCCC(N2CCC(CO)CC2)C1 (configuration not stated)
-6	O=C(Cn1c(=O)[nH]n(-c2ccccc2)c1=O)N1CCc2ccccc2C1
-33	OC(c1cccs1)C1CCN(Cc2ccc(-n3cncn3)cc2)CC1 (configuration not stated)
-22	CCCCC(=O)Nc1ccc(NC(=O)C2C=CCN2)cc1 (configuration not stated)
4	Cc1nc(CCNC(=O)C2CC(=O)OC23CCCC3)cc(=O)[nH]1 (configuration not stated)
2	Cc1cc(COC(=O)C2CCCN2C(=O)C2CC2)on1 (configuration not stated)
7	O=c1cc(CN2CCCC(O)(CO)C2)nc2ccc(Cl)cn12 (configuration not stated)
-13	COCCOC(=O)C1=C(C)NC(=O)NC1c1sccc1C (configuration not stated)
-9	CC(Sc1ncnc2c1cnn2-c1ccc(F)cc1)C(=O)NC(C)(C)C (configuration not stated)
-70	CON=C1CCN(S(=O)(=O)c2c(C)n[nH]c2C)CC1
-2	O=C(NCc1c(F)cccc1F)c1cn(C/C=C/c2ccccc2)nn1
-7	Nc1nc(NC(=S)NC2CCS(=O)(=O)C2)n[nH]1 (configuration not stated)
-1	COc1cccc(OC)c1C(=O)Nc1c2c(nn1C(C)(C)C)CS(=O)C2 (configuration not stated)
-3	Cc1c(C(=O)NCc2cccs2)sc(=O)n1Cc1ccccc1C#N
-13	CCOC(=O)N1CCC(n2cc3ncccc3c2O)CC1
-5	CCC(CNC(=O)N(C)Cc1ccc(N(C)C)cc1)N1CCc2ccccc2C1 (configuration not stated)
0	C=CCn1c(-c2ccccc2C)n[nH]c1=S
8	CCCC(=O)Nc1cc(-c2cn3cccnc3n2)ccc1C
6	Nc1cc(C(=O)N2CCCCC2CCN2CCCC2=O)ccn1 (configuration not stated)
0&1	N=c1ccn2c(n1)O[C@@H]1[C@@H](O)[C@H](CO)O[C@@H]12
-9	Cc1nc(C)c(CN(C)C2CCCN(CCc3ccccc3)C2)nc1C (configuration not stated)
-9	CCOC(=O)c1ccc(NC(=O)C2=C(C)Nc3nc(CCCO)nn3C2c2ccc(OC)cc2)cc1 (configuration not stated)
-3	CC(=O)c1ccc(S(=O)(=O)N[C@@H](C)C(=O)Nc2ccn[nH]2)cc1
1	Clc1ccc(C2=NNC(=NC3CC3)SC2)c(Cl)c1
5	CN1CCN(c2ccc(C(=O)NC3CCCN(CC4CCCCC4)C3)cc2)CC1 (configuration not stated)
0	COc1ccc(-c2nnc3n2N(C(C)=O)C(c2cccc(OC)c2)=C(C(C)=O)S3)cc1
16	COc1ccc(C(=O)Nc2c(C)nc3ccc(C)cn3c2=O)c(OC)c1
-7	Cc1nn(Cc2ccccc2)c(C)c1C(=O)NC(C)C
-13	Cn1ncc(NCC2CCC3(CC2)OCCO3)c(Cl)c1=O
1	O=c1c2ccccc2ncn1-c1ccc2nsnc2c1
-8	O=C(Cn1cncn1)N1CCC(c2cc(-c3ccccc3Cl)n[nH]2)CC1
-7	Fc1cccc(C2=NC3(CCCCCC3)NC2=S)c1
-12	O=S1(=O)CCC(Cn2cc(-c3ccnc4ccccc34)nn2)C1 (configuration not stated)
-20	CCC(c1ccccn1)N(C)CC1CCC(N)CC1 (configuration not stated)
-11	O=C1CCCCCC1Sc1nnc(COc2ccccc2Cl)o1 (configuration not stated)
-9	Cc1ccc(S(=O)(=O)N2CCC3(CCCN(Cc4cccnc4)C3=O)C2)cc1 (configuration not stated)
-10	Cc1cc(C)cc(-n2nc3c(c2N)CSC3)c1
-18	CCN(CCn1cccn1)C(=O)c1ccc(Cl)s1
-9&-1	Cc1cc(C(=O)N2CCC(N3CCC(C(=O)NCCc4ccccc4)CC3)CC2)n(C)n1
-4	Cc1cccc(CCNC(=O)CCc2nnc(CCc3ccccc3)o2)n1
-5	CCOc1cc(N2CCOCC2)c(OCC)cc1NS(=O)(=O)c1c(C)noc1C
-4	Cc1noc(C)c1CS(=O)(=O)c1n[nH]c(C(C)C)n1
-1	Cc1nc(C)n(C(C)CNC(=O)c2cccs2)n1 (configuration not stated)
4	O=C1CC2(CCN(C(=O)c3ccccc3C(=O)N3CCC4(CC3)CC(=O)c3cc(F)ccc3O4)CC2)Oc2ccc(F)cc21
-9	CCc1cc2c(SCc3cc(=O)n4ccsc4n3)ncnc2s1
8	CCCCn1nnnc1NC(=O)N1CCC(CC)(CC)C1
-12	CC(C)Cc1cc(C(=O)N2CCCC2c2nc(-c3ccccc3)no2)no1 (configuration not stated)
0	N#CCCN(CCC(F)(F)F)C(=O)c1c(O)cc(F)cc1F
-10	O=C(Nc1ccc2c(c1)OCCCO2)[C@@H]1CCCN1C(=O)c1ccco1
-3	O=C1CC2(CCCC2)C(=O)N1Cc1nc(-c2ccsc2)no1
-10&-8	Cc1ccccc1C(=O)Nc1ccnn1C1CCN(C(=O)c2ccsc2)CC1

# Additional entries follow:
mcGAS RapidFire	Structure
-11	CC(C)(C)c1nnc(NC(=O)N2CCCN(C(=O)c3ccoc3)CC2)s1
15	CCSc1nnc(NC(=O)CN2CCN(S(=O)(=O)CC)CC2)s1
-29	N#Cc1cc2c(ccc3ccccc32)oc1=O
-32	CS(=O)(=O)c1ccc(CN2CCCC(Cc3nc4ccccc4[nH]3)C2)cc1 (configuration not stated)
-8	O=C(c1ccccc1)c1cccc[n+]1[O-]
-3	O=C(OCc1csc(C2CCCCC2)n1)c1ccc(NC2CC2)nc1
-5	CCN1CCN(c2nc(N3CCOCC3)nc(N)c2[N+](=O)[O-])CC1
-9	CCCCn1c(N)c(N(CC)C(=O)NC2CCCCC2)c(=O)[nH]c1=O

# Molecules above that contain an NH in an aromatic ring (17):
mcGAS RapidFire	Structure
-1	O=[N+]([O-])c1ccc(CSc2nc3ccccc3[nH]2)cc1
-3	CCN(CC)c1nc(N(CC)CC)[nH]c(=O)n1
5	O=[N+]([O-])c1ccc2oc(=S)[nH]c2c1
1	CCCCCCCSc1nc(N)cc(=O)[nH]1
-19	CCCc1cc(CN(C)C(=O)C2CNCCO2)[nH]n1 (configuration not stated)
-12	CC1CC1c1ccc(CCC(=O)N(C)Cc2nc3ccccc3[nH]2)o1 (configuration not stated)
-6	CCCCCCc1nc(C(N)=O)c2[nH]c(=O)n(-c3ccc4c(c3)OCO4)c2n1
-6	O=C(Cn1c(=O)[nH]n(-c2ccccc2)c1=O)N1CCc2ccccc2C1
4	Cc1nc(CCNC(=O)C2CC(=O)OC23CCCC3)cc(=O)[nH]1 (configuration not stated)
-70	CON=C1CCN(S(=O)(=O)c2c(C)n[nH]c2C)CC1
-7	Nc1nc(NC(=S)NC2CCS(=O)(=O)C2)n[nH]1 (configuration not stated)
0	C=CCn1c(-c2ccccc2C)n[nH]c1=S
-3	CC(=O)c1ccc(S(=O)(=O)N[C@@H](C)C(=O)Nc2ccn[nH]2)cc1
-8	O=C(Cn1cncn1)N1CCC(c2cc(-c3ccccc3Cl)n[nH]2)CC1
-4	Cc1noc(C)c1CS(=O)(=O)c1n[nH]c(C(C)C)n1
-32	CS(=O)(=O)c1ccc(CN2CCCC(Cc3nc4ccccc4[nH]3)C2)cc1 (configuration not stated)
-9	CCCCn1c(N)c(N(CC)C(=O)NC2CCCCC2)c(=O)[nH]c1=O

# The list is partial; rates above refer to the full screens.
